Screening data as filed in PubChem.
CHRM5 agonist: CHRM5 agonism in calcium assay; 360,000 compounds, 0.19% hits; activation, % at 3 µM; P08912; CHO-K1 hM5 cells, Fluo-8 calcium fluorescence; 0% DMSO wells, 100% maximal acetylcholine response; AID 624037;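 active = activation above the run's mean over test compounds plus 3 SD, cut at about 23% in these data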;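 note: signal is peak over basal fluorescence ratio across the kinetic read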
IDE cell inh: cellular human IDE inhibition; HEK cells, FAbetaB cleavage, fluorescence polarization; inhibition, % at 5.59 µM; AID 434962; P14735; 320,000 compounds, 0.41% hits;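 active = percent inhibition above the average of all tested compounds plus 3 SD, set per screening campaign, cut at about 16% in these data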;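 note: IDE supplied by intact live HEK cells; FP after avidin binding of uncleaved biotin substrate so inhibition keeps polarization high; 0% = DMSO wells and 100% = 60 µM reference IDE inhibitor Ii1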
Target sequence (P14735 whole entry, looked up): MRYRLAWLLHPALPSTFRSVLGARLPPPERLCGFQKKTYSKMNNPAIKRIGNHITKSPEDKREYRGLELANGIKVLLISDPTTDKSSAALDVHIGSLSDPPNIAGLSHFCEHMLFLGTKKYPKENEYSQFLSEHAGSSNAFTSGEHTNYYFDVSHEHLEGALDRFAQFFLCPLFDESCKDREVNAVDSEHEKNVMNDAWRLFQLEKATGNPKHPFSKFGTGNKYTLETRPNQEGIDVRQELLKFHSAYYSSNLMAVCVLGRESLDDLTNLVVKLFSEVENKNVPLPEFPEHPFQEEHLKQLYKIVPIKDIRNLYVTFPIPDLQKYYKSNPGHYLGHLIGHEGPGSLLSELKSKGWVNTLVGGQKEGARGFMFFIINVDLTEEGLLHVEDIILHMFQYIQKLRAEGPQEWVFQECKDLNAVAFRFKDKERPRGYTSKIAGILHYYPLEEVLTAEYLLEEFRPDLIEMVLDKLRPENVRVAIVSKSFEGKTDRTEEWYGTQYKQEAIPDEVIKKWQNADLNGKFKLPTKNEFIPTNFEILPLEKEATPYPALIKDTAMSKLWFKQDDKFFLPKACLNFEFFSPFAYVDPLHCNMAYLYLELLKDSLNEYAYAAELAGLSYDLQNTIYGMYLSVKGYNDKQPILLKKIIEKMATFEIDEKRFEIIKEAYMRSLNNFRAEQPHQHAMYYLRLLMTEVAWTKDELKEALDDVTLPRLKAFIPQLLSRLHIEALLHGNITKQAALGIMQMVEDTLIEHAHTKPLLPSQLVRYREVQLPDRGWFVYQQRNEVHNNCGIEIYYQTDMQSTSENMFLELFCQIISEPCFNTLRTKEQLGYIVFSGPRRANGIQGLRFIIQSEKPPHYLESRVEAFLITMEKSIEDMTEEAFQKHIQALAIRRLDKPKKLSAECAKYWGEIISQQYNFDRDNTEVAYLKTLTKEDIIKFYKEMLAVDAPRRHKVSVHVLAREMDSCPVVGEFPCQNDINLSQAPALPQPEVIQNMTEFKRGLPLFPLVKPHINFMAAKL
CRFR2-BP antag: antagonists of CRF-binding protein/CRF-R2 receptor complex | HEK293 CRF-R2/CRF-BP, CRF-induced calcium fluorescence | inhibition, % at 11.8 µM | 350,000 compounds, 0.59% hits | AID 588475;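 active = inhibition of the ligand-induced calcium signal above about 50% at the single tested concentration, limit read from the data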
CHRM4 PAM: positive allosteric modulators of human muscarinic M4 receptor. 360,000 compounds, 0.4% hits. CHO-K1 hM4/Gqi5, Fluo-8 calcium fluorescence, ACh EC20; 0% = ACh EC20, 100% = maximal ACh. P08173. activation, % at 3 µM;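 active = activation above its plate's cutoff, the mean activation of sample wells plus 3 SD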; note: some results filed as inactive read as strong as hits
CHRM4 antagonist: CHRM4 antagonism in calcium assay | P08173 | CHO-hM4 cells, ACh EC80, Fluo-8 calcium fluorescence | inhibition, % at 3 µM | 360,000 compounds, 0.73% hits | AID 624125;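 active = inhibition above its plate's cutoff, the mean inhibition of sample wells plus 3 SD, cut at about 27% in these data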;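 note: 0% = acetylcholine EC80 with DMSO and 100% = DMSO without agonist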
M5 PAM: positive allosteric modulators of human muscarinic M5 receptor. P08912. CHO-K1 hM5, Fluo-8 calcium, ACh EC20 PAM; 0% = ACh EC20, 100% = ACh EC100. activation, % at 3 µM. 360,000 compounds, 0.3% hits;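 active = activation above the run cutoff, the mean activation of all test compounds plus 3 SD, cut at about 18% in these data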
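Assay system – human M5 receptor in CHO-K1 cells · Read-out – % activation, ACh-normalized · Technique – Fluo-8 calcium fluorescence · Dosing – single-point, 3 µM nominal · Incubation – Fluo-8 loading 80 min at 37 °C plus 30 min room temperature · Repeats – singlicate, one well per test compound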
CRFBP-R2 agonist: CRF-BP/CRF-R2 complex agonism. HEK293 CRF-R2/CRF-BP, calcium dye fluorescence (FLIPR); percent of saturating CRF peptide response. activation, % at 13.2 µM. 350,000 compounds, 0.46% hits. AID 588473;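 active = activation of at least 50%, plus an integration ratio under a set limit after plate pattern correction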;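 note: plate controls were neutral control wells without compound for no effect and CRF at EC100 for full effect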
M5 antag: antagonists of human muscarinic M5 receptor (CHRM5). inhibition, % at 3 µM. CHO-hM5 cells, Fluo-8 calcium fluorescence, ACh EC80. P08912. 360,000 compounds, 0.59% hits. AID 624040;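 active = inhibition above a per-plate cutoff, the mean of that plate's test compounds plus 3 SD, cut at about 27% in these data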;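 note: 0% = acetylcholine EC80 with DMSO and 100% = DMSO without agonist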
M4 ag: agonists of human muscarinic M4 receptor (CHRM4); activation, % at 3 µM; CHO-K1 hM4/Gqi5, Fluo-8 calcium fluorescence; vehicle 0%, full acetylcholine response 100%; P08173; 360,000 compounds, 0.14% hits;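 active = activation above the run mean over all test wells plus 3 SD, cut at about 32% in these data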;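 note: peak over basal fluorescence ratio per well then scaled between controls; 0% = DMSO wells and 100% = acetylcholine at EC100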
* hit, by the source's call; / = no result given.

SMILES	CHRM5 agonist	IDE cell inh	CRFR2-BP antag	CHRM4 PAM	CHRM4 antagonist	M5 PAM	CRFBP-R2 agonist	M5 antag	M4 ag
Cc1ccc(-c2cc(=O)c3cc(C)ccc3[nH]2)cc1	-2	-2	-7	3	5	-9	-1.4	16	1
Cn1nc(C(F)(F)F)c(/C=N/OC(=O)c2ccccc2Cl)c1SCc1ccccc1Cl	-7	2	-2	-33	67*	-16	0.0	-4	-1
Cc1nc2c(C#N)cnn2c2c1CCN(Cc1ccccc1)N2C	2	-1	-3	13	-14	4	-3.8	3	0
O=C(CNC(=O)c1cccc(OC(F)F)c1)OCc1cc(=O)n2cc(Br)ccc2n1	-1	4	-10	7	-4	5	-0.7	0	3
O=C(O)c1[nH]c(-c2ccccc2)c2c1C(=O)N(C1CC1)C2=O	1	/	/	2	-2	3	/	1	0
O=C(c1ccc(S(=O)(=O)N2CCCC2)cc1)N(c1ccc(F)cc1)C1C=CS(=O)(=O)C1 (stereo unspecified)	-5	0	-6	0	1	2	-1.5	8	1
CC[C@]12C(=O)N(C)C[C@H]([C@@H]3C(=O)N(Cc4ccccc4)C(=O)[C@@H]31)N2C(=O)c1ccc(F)cc1	2	/	-7	5	15	3	1.0	4	3
NC(=O)CC(NC(=O)Cc1ccc(Cl)cc1)c1ccc(NC2CCCCCC2)c([N+](=O)[O-])c1 (stereo unspecified)	-2	4	4	1	1	-2	-0.7	19	2
C=CCn1c(SCC(=O)Nc2cccnc2Cl)nnc1-c1ccc(Cl)cc1	8	2	15	16	22	26*	-1.4	28*	1
O=C(CCNS(=O)(=O)c1ccc(F)cc1)N1CCN(c2ncccn2)CC1	-1	/	-20	3	-17	0	-2.0	0	8
COc1cccc(N(CC(=O)NCCSc2ccc(Cl)cc2)S(C)(=O)=O)c1	1	8	-7	-8	13	0	-0.6	-2	4
CC(=O)Oc1ccc2occ(C(=O)c3ccccc3)c2c1	1	6	2	-2	12	0	-1.4	5	0
Cc1nc2sc(C(c3cccs3)N3CCN(C(=O)c4ccco4)CC3)c(O)n2n1 (stereo unspecified)	2	4	-18	-4	-31	-10	-0.8	0	8
C=CCc1cc(Cl)ccc1OCCCNC(C)CC (stereo unspecified)	-6	9	-86	-6	13	3	0.8	6	8
S=C(Nc1ccccc1Cl)N1CCN(c2ccccn2)CC1	-2	3	-1	0	-6	-1	-0.3	2	2
COc1cccc(-c2cnc3c(NC(C)=O)cc(-c4cccc(C(=O)N(C)C)c4)cn23)c1	0	/	/	-2	-4	-6	/	2	12
Cc1nccn1S(=O)(=O)c1ccc(Br)cc1Br	-1	0	-5	6	-7	0	0.3	-1	0
COc1ccc(C(=O)N2CCN(C(=O)c3ccncc3)CC2)cc1	3	-3	-48	3	-4	-3	-0.9	-2	1
O=C(CN1C(=O)C2C3C=CC(C3)C2C1=O)NCC1COc2ccccc2O1 (stereo unspecified)	0	2	15	5	-4	1	-0.8	1	2
CCC(Oc1ccccc1)C(=O)Nc1ccc(S(=O)(=O)N2CCOCC2)cc1 (stereo unspecified)	12	-3	-12	0	6	-7	-0.3	-1	7
O=C(CCCNS(=O)(=O)c1ccccc1)NCc1ccco1	1	-1	4	-10	20	-4	0.7	-4	1
Cc1noc(C)c1COc1ccc(C(=O)NCC2CCCO2)cc1 (stereo unspecified)	-4	2	-11	7	-1	-3	2.3	-2	1
CCC(=O)N1CCC(C)(C(=O)Nc2nccc3ccccc23)C1 (stereo unspecified)	0	/	/	3	-1	2	/	-2	1
CC(=O)N1CCN(c2ccc(NC(=O)c3ccc([N+](=O)[O-])o3)cc2Cl)CC1	1	-4	7	-2	12	-3	1.6	6	9
CCOC(=O)N1CCN(Cc2nc(N)nc(Nc3ccc(Cl)cc3)n2)CC1	3	-5	-14	8	-5	18	-2.4	-1	1
CC(=O)c1c(C)[nH]c(C(=O)CN2CCN(S(=O)(=O)c3ccccc3)CC2)c1C	6	8	5	2	-3	-7	0.4	3	17
Cc1cc2c(cc1S(=O)(=O)CCC(=O)NC1CCC(C)CC1)OCC(=O)N2 (stereo unspecified)	3	0	6	-6	-9	-12	5.3	14	21
COc1ccc(-c2nn3c(-c4ccccc4)nnc3s2)cc1	-5	-2	6	3	-14	-2	0.1	3	1
O=C(CSc1nnc(Cc2ccccc2)o1)N1CCc2ccccc21	-5	9	-10	11	-9	0	-0.7	-2	1
CC(C)(C)c1nn2cnnc2n(/N=C/c2cccc3ccccc23)c1=O	1	4	-37	21	-2	2	0.8	6	1
O=C(c1ccco1)N1CCc2ccccc21	-6	7	7	-7	5	1	0.2	0	0
COc1ccc(/C=C(\C#N)C(=O)NCc2ccccc2)cc1	-4	4	-34	-4	0	-2	0.0	3	2
CC(=O)N1N=C(c2ccco2)CC1c1cc2ccc(C)cc2nc1Cl (stereo unspecified)	-3	-1	-4	-7	4	-10	0.1	15	17
COc1ccc(CCn2c(C)cc3c(c2=O)C(c2ccncc2)C(C#N)=C(N)O3)cc1OC (stereo unspecified)	-1	/	2	0	0	-10	0.7	2	3
O=C(COC(=O)c1ccc(O)cc1O)Nc1ncc(Cl)cc1Cl	7	13	-2	5	-22	-3	3.1	3	3
O=C(NN=C1CCC(c2ccccc2)CC1)c1cc2c(s1)CCCC2 (stereo unspecified)	-2	9	-29	-5	8	-2	-1.3	-8	-2
CN(C)S(=O)(=O)c1cccc(-n2sc3ccccc3c2=O)c1	8	94*	6	-3	10	5	8.2	16	8
CCOC(=O)C1CCCN(c2cc(C)nc3cc(-c4ccc(Cl)cc4)nn23)C1 (stereo unspecified)	0	1	-14	4	-3	4	-0.5	-3	0
O=C(CN1CCN(C(=O)c2ccccc2)CC1)NC(=O)NCCC1=CCCCC1	-1	-2	4	4	-21	-21	-7.8	6	9
CCCCn1nnnc1C(c1ccccc1)N1CCN(C(=O)c2ccco2)CC1 (stereo unspecified)	0	/	/	9	3	-2	/	4	2
C/C(=N\NC(=O)Cn1cc([N+](=O)[O-])cn1)c1ccc(O)cc1	-13	1	19	-9	0	-4	0.0	2	1
CCN(CC(=O)NCc1cccs1)C(=O)c1ccc(OC)c(S(=O)(=O)N2CCOCC2)c1	-4	3	2	2	-6	6	0.9	3	1
O=C(CNC(=O)c1cccs1)N=Nc1c(O)[nH]c2ccc([N+](=O)[O-])cc12	-4	-3	-7	-1	4	-4	0.3	24	1
CCOc1ccc(-n2c(C)nc3cc(C(=O)NCCN4CCOCC4)ccc32)cc1	1	2	-30	12	4	2	2.0	-13	1
COCCN(C(=O)COC(=O)C12CC3CC(CC(O)(C3)C1)C2)c1c(N)n(Cc2ccccc2)c(=O)[nH]c1=O	1	/	-5	-1	-11	-1	-1.2	1	1
CN(CCCn1cnc2c(OCc3ccccc3)ncnc21)CCc1ccccn1	-3	/	-5	-2	-2	-3	0.2	-6	0
Cn1cc([C@]2(O)C(=O)Nc3ccc(F)cc32)c2ccccc21	2	/	/	6	-9	-2	/	-4	4
COc1cccc(C2=NOC(C(=O)NCc3ccc(F)cc3)C2)c1 (stereo unspecified)	4	-1	20	-3	8	-8	-8.1	7	4
Cc1ccc(S(=O)(=O)N(C)C)cc1NC(=O)Nc1c(-c2ccccc2)noc1C	-2	5	-9	-4	-2	-9	0.3	13	0
CC(C)c1ccc(S(=O)(=O)Nc2ccc(N3CCOCC3)cc2)cc1	-1	-12	6	-8	10	-3	0.6	6	3

(next part)
SMILES	CHRM5 agonist	IDE cell inh	CRFR2-BP antag	CHRM4 PAM	CHRM4 antagonist	M5 PAM	CRFBP-R2 agonist	M5 antag	M4 ag
O=C(c1ccccc1)c1ccc(OCCOCCN2CCN(Cc3ccccc3)CC2)cc1	-10	3	-7	-28	9	-27	8.2	5	16
COc1ccccc1C(=O)COC(=O)c1ccc(Cl)nc1	-5	-3	2	4	-2	-13	-2.1	8	0
CCCCN1C(=O)Nc2ccccc2S1=O (stereo unspecified)	-2	6	1	3	-6	2	-1.6	0	1
OCC1(Cc2ccccc2)CCN(Cc2cccc(F)c2F)CC1	-7	-2	-20	-7	3	-7	-1.3	10	3
O=C(c1cccc(N2CCCC2=O)c1)N1CCN(c2ccc(F)cc2)CC1	-3	1	12	6	-11	-1	2.6	-5	4
CCc1cc(C(=O)N=Nc2c(O)[nH]c3c(Br)cc(Br)cc23)c2ccccc2n1	-3	2	-34	-7	-2	-6	-1.4	6	0
O=C(C[C@@H]1C/C=C\C[C@H](NC(=O)OCC2c3ccccc3-c3ccccc32)C(=O)O[C@H](c2ccccc2)CNC1=O)NCCO	-5	-3	-4	-4	3	10	0.3	2	0
CCOC(=O)C1(Cc2cccc(Cl)c2)CCCN(C(=O)c2cnn(CC)c2)C1 (stereo unspecified)	-3	8	-15	-2	-7	0	-0.5	-6	1
CC(C)CN(C(=O)COC(=O)/C=C/c1ccc(Cl)c(Cl)c1)c1c(N)n(Cc2ccccc2)c(=O)[nH]c1=O	2	/	10	6	-5	-3	4.4	6	1
CC1OC(=O)c2cc3ccccc3nc21 (stereo unspecified)	0	/	18	2	-5	1	2.5	-4	0
COCCc1nc2ccc(C(=O)N3CCCC(CCCO)C3)cc2o1 (stereo unspecified)	2	-1	3	2	-9	-2	0.8	-8	1
COc1cccc(/C=C/C(=O)N(C)CC(=O)Nc2ccc(Cl)c(C(F)(F)F)c2)c1	-3	4	4	-3	-4	-3	4.7	-1	1
CNC[C@H](CC1CCCCC1)NC[C@H](Cc1ccccc1)NCCC12CC3CC(CC(C3)C1)C2	7	1	-61	10	9	2	29	2	7
CCn1c(=O)c(=O)n(CC)c2cc(S(=O)(=O)Nc3ccc(C)cc3)ccc21	-3	8	-5	-5	10	4	-0.7	4	-1
COc1ccc(NC(=O)CCNC(=O)c2ccco2)c(OC)c1	0	0	13	0	14	0	0.6	13	2
COc1ccc2cc(C(c3nnnn3Cc3ccccc3)N3CCCCCC3)c(=O)[nH]c2c1 (stereo unspecified)	-1	5	-19	7	-4	1	0.7	-8	1
COc1ccc(CCNC(=O)CN(c2ccccc2OC)S(C)(=O)=O)cc1OC	-1	3	18	6	3	4	0.1	3	1
Cc1ccc(S(=O)(=O)NC2CCSC2=O)cc1C (stereo unspecified)	1	4	10	-1	3	-1	-0.8	-5	1
COc1ccc(CCNCc2cc3ccc(C)cc3[nH]c2=O)cc1OC	-3	-2	-13	0	6	-1	1.6	11	0
O=C(NCc1ccccc1C(F)(F)F)C1CC(c2ccccc2[N+](=O)[O-])=NO1 (stereo unspecified)	-1	1	-9	8	-11	6	-1.2	0	8
Cc1ccccc1CS(=O)(=O)c1nnc([C@H](CC(C)C)NC(=O)OC(C)(C)C)o1	1	0	-12	-11	28*	5	33	-1	2
